Assay outcomes: PubChem, several laboratories
Dynein transport – blocks dynein driven cargo transport along microtubules | z-score, hits read low | 3617.4 mouse cells, GR-EGFP nuclear translocation imaging; test concentration mostly 20 µM; stimulated with dexamethasone, 1 µM; active compounds read low | 220,000 compounds, 0.47% hits | AID 1381;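 active means plate z-score of nuclear minus cytoplasmic receptor signal below a set negative limit, without overly bright fluorescence or cell loss, cut at about -3.5 in these data, passing the limit was not always enough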;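 further: z-score of nuclear minus cytoplasmic ring GR-EGFP intensity difference per well; some compounds called inactive have numbers as strong as hits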
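Buffer or medium: Induction medium lacking tetracycline, stripped serum | Also added: Dexamethasone agonist, 1.0 µM final, for 30 min | Timing: 48 h induction, 1 h compound, 30 min dex at 37 °C | Detection: Formaldehyde fixation, Hoechst nuclear stain, 10x automated fluorescence imaging | Measure: Nuclear versus cytoplasmic GR-EGFP signal, averaged per well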
KOR beta-arrestin-1 – KOR antagonists, beta-arrestin recruitment, cell-based, luminescence, uHTS (AID 1778); KOR beta-arrestin recruitment, luminescence, antagonist mode; higher % means a stronger effect; inhibition, % at 10 µM, or IC50 in µM where a hit was titrated; 290,000 compounds, 0.091% hits; further: strong numbers were not always called active
P. falciparum M17LAP – P. falciparum M17LAP inhibitors, primary screen, biochemical, fluorogenic H-Leu-NHMec substrate, 1536-well (AID 1619) | recombinant M17LAP, H-Leu-NHMec fluorogenic kinetic assay; higher % means a stronger effect | 220,000 compounds, 0.38% hits | inhibition, % at 30 µM, or IC50 in µM where a hit was titrated;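 active means compound inhibiting the enzyme by more than half at any dose during confirmatory dose-response retesting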;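 further: plate controls were full reaction with DMSO carrier for no effect and no enzyme background for full effect; strong numbers were not always called active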
AID2073 – inhibitors of Mint1-CaV2.2 protein interaction, biochemical, HTRF (AID 2073) | HTRF protein-protein interaction, Mint1-CaV2.2; higher % means a stronger effect | inhibition, % at 20 µM, or IC50 in µM where a hit was titrated | 290,000 compounds, 0.19% hits; in the data active means inhibition mostly above about 51%, no sharp cut-off; further: some results filed as inactive read as strong as hits
KOR beta-arrestin-2 – kappa opioid receptor activators – cell-based, luminescence, uHTS, primary screen (AID 1777). 280,000 compounds, 0.02% hits. KOR beta-arrestin recruitment, luminescence; higher % means a stronger effect. activation, % at 10 µM, or EC50 in µM where a hit was titrated; in the data active means activation above about 50%, passing the limit was not always enough; further: a part of the inactive calls stands beside numbers as strong as those of hits
HEK293 NOD2/NF-kB – inhibition of NOD2-driven NF-kB reporter – cell-based, luminescence, uHTS, HEK293 (AID 1566) | HEK293 NOD2/NF-kB luciferase reporter, luminescence; higher % means a stronger effect | one-dose inhibition, % at 4 µM; EC50 in µM for titrated hits | 290,000 compounds, 0.63% hits; further: many of its hits are not listed in these tables
NOD1 inhibition – inhibition of NOD1-driven NF-kB reporter – cell-based, luminescence, uHTS, primary screen (AID 1578). NOD1-driven NF-kB luciferase reporter cells, luminescence; higher % means a stronger effect. inhibition, % at 4 µM, or EC50 in µM where a hit was titrated. 290,000 compounds, 1% hits; in the data active means inhibition mostly above about 36%, no sharp cut-off; inactive means mostly below about 34%;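 further: HEK-293T reporter cells stimulated with the NOD1 agonist gamma-tri-DAP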
M1AAP inhibition – malaria alanyl aminopeptidase activity blockers – biochemical, fluorogenic H-Leu-NHMec substrate, 1536-well (AID 1445) | inhibition, % at 30 µM; hits with a dose series show IC50 in µM | recombinant M1AAP, H-Leu-NHMec fluorogenic kinetic assay; higher % means a stronger effect | 220,000 compounds, 0.42% hits;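 active means primary inhibition above the hit cutoff, then over 50% inhibition at one or more dose response concentrations, cut at about 23% in these data, passing the limit was not always enough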;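 further: plate controls were DMSO full reaction for no effect and no enzyme background for full effect; strong numbers were not always called active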
GPR55 activation – GPR55 agonists via beta-arrestin recruitment, primary screen, imaging, U2OS cells, beta-arrestin-GFP redistribution (AID 1961); 290,000 compounds, 0.048% hits; U2OS GPR55 beta-arrestin-GFP redistribution imaging; higher % means a stronger effect; activation, % at 10 µM, or EC50 in µM where a hit was titrated;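 active means activation above 40% with more than 50 cells counted in the well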;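 further: U2OS osteosarcoma cells stably expressing GPR55 and beta-arrestin-GFP; plate controls were DMSO negative control for no effect and LPI positive control for full effect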
Dynein transport cytoplasmic EGFP – further read-out of Dynein transport, marked with its call; z-score; measured here: cytoplasmic GR-EGFP intensity; active compounds read high
Dynein transport nuclear GR-EGFP – second read-out of Dynein transport, no call of its own (marks repeat the call); z-score; measured here: nuclear GR-EGFP intensity;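 lower value marks the stronger effect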
Dynein transport cell count – recorded beside Dynein transport, whose call it bears; z-score; measured here: cell count per field
An asterisk follows results filed as active; . = no result given; & = joins results of further samples; [ ] = dose if it differs, or a comment. Unless noted, no stated cut-off is given here; in the data, active means inhibition above about 50%; inactive means the rest.

SMILES | Dynein transport | Dynein transport cytoplasmic EGFP | Dynein transport nuclear GR-EGFP | Dynein transport cell count | KOR beta-arrestin-1 | P. falciparum M17LAP | AID2073 | KOR beta-arrestin-2 | HEK293 NOD2/NF-kB | NOD1 inhibition | M1AAP inhibition | GPR55 activation
COc1cccc(C(=O)NCCSCc2c(F)cccc2Cl)c1 | . | . | . | . | -32%[20 µM] | . | 8% | 1.2% | -12% | -30% | . | -0.2%
O=C(Nc1ccccc1N1CCN(C(=O)c2ccccc2)CC1)c1cc(Br)ccc1Cl | 0.36 | 0.065 | 0.6 | -1.1 | -22% | 8% | 1% | 3.2% | 2% | 1% | 1% | -0.1%
N#CC1=C(N)Oc2c(oc(CO)cc2=O)C1c1ccccc1[N+](=O)[O-] (stereo not drawn) | -0.98 | -0.24 | -0.12 | 1.2 | 17% | 0% | -2% | 1.1% | 24% | 2% | 2% | -0.3%
COc1ccc(S(=O)(=O)NC(C)C(=O)Nc2ccc3c(c2)OCCO3)cc1OC (stereo not drawn) | . | . | . | . | -31% | . | -6% | 0.3% | -2% | -1% | . | 0.6%
O=C(O)CSCC(=O)Nc1ccc(Br)c(C(F)(F)F)c1 | 0.074 | -0.26 | -0.16 | 0.45 | -8% | -2% | -9% | 3.5% | 10% | -9% | -1% | -0.2%
O=[N+]([O-])c1ccccc1S(=O)(=O)NCc1ccco1 | 0.14 | -0.33 | 0.22 | 0.19 | 16% | -4% | 2% | -4.8% | 4% | -22% | 2% | -0.3%
CCOC(=O)c1sc2nc(N3CCCC3)c3c(c2c1N)CC(C)(C)OC3 | -1.3 | -0.25 | -0.66 | 0.45 | -16% | 6% | 17% | 3.1% | 0% | 10% | 7% | -0.2%
CCCOC(=O)c1ccc(N2C(=O)c3ccccc3C2=O)cc1 | -0.37 | -0.17 | -0.5 | 0.47 | 15% | -6% | -4% | -1.4% | 1% | -26% | -1% | 0.3%
COC(=O)CSc1nc(C)c(Oc2ccccc2)c(=O)[nH]1 | -0.67 | -0.35 | -0.26 | 0.26 | -28% | 0% | 11% | 2.3% | 1% | -4% | 1% | 0.2%
O=C(Nc1ccc(Br)cc1Cl)N1CCOCC1 | 0.77 | -0.32 | 0.85 | -0.49 | -28%[20 µM] | -4% | -3% | -0.2% | -10% | -24% | 5% | -0.1%
Cc1[nH]c2ccc(Br)cc2c(=O)c1CN1CCOCC1 | 0.6 | -0.17 | 0.64 | -0.85 | -5% | 12% | -2% | -2.1% | 15% | -4% | 9% | -0.1%
COc1ccc2occ(C(=O)c3ccccc3)c2c1 | -0.29 | -0.29 | 0.31 | 0.17 | -38% | -3% | -5% | 9.6% | -32% | 8% | -6% | 0.2%
CCNC(=O)Cc1ccc(Br)cc1 | -0.26 | -0.052 | -0.035 | 0.82 | -20% | 6% | 4% | 106% | 4% | -5% | 4% | -0.1%
Oc1ccc(Br)cc1/C=N/n1cnc2ccccc21 | 0.29 | -0.22 | 0.32 | 0.42 | -17% | 5% | 17% | -1.0% | -92% | -47% | 8% | -0.1%
O=C(Cn1cnc2c(nnn2Cc2ccc(Cl)cc2)c1=O)N1CCN(c2ccccc2)CC1 | 0.79 | -0.29 | 0.82 | -0.54 | 2% | -1% | 1% | 4.2% | -10% | -7% | 0% | 0.3%
CN(C(=O)N1CCN(c2ccccn2)CC1)c1ccccc1 | 0.22 | -0.13 | -0.5 | 0.39 | -9% | -1% | 17% | 3.4% | -2% | 9% | 8% | 0.2%
CCCN1CCN(CCCNC(=O)C2CCCN(c3nc4ccc(OCC)cc4s3)C2)CC1 (stereo not drawn) | -0.86 | 0.34 | 0.095 | -3 | 1% | -5% | -4% | 2.1% | 5% | -7% | 0% | -0.1%
CCOCCCNC(=O)c1cc(Cl)c(NC(=O)C2=C(C)OCCS2)cc1OC | . | . | . | . | 11% | . | 10% | -9.1% | 20% | -7% | . | -0.1%
O=c1ccc2cc(S(=O)(=O)N3CCOCC3)ccc2o1 | -0.28 | -0.2 | -0.21 | 0.82 | -45% | -9% | 12% | -5.6% | 7% | -7% | 1% | 0.1%
C=CCn1c(=O)c2c(C)c(C)sc2n2c(Nc3ccccc3)nnc12 | 2.5 | 0.013 | 1.1 | -1.2 | -50% | 9% | -5% | 9.2% | 27% | 2% | 4% | -0.1%

Some entries already given with just M1AAP inhibition and GPR55 activation.
SMILES	M1AAP inhibition	GPR55 activation
CN(C(=O)N1CCN(c2ccccn2)CC1)c1ccccc1	8%	0.2%
CCCN1CCN(CCCNC(=O)C2CCCN(c3nc4ccc(OCC)cc4s3)C2)CC1 (stereo not drawn)	0%	-0.1%

Other records follow:
SMILES | Dynein transport | Dynein transport cytoplasmic EGFP | Dynein transport nuclear GR-EGFP | Dynein transport cell count | KOR beta-arrestin-1 | P. falciparum M17LAP | AID2073 | KOR beta-arrestin-2 | HEK293 NOD2/NF-kB | NOD1 inhibition | M1AAP inhibition | GPR55 activation
NC(=O)c1cc(NC(=O)CCNS(=O)(=O)c2cccc(C(F)(F)F)c2)cc(C(N)=O)c1 | . | . | . | . | -40% | . | 29% | -1.3% | 15% | -19% | . | 0.6%
COc1ccc(S(=O)(=O)N2CCSC2)cc1C | 1.3 | -0.22 | 0.61 | -0.3 | -10% | 3% | -2% | -3.2% | 2% | -14% | 3% | 0.4%
COc1cc(OC)cc(C(=O)Nc2ccc(-n3cnnn3)c(C)c2)c1 | 0.68 | -0.19 | 0.44 | -0.59 | 4% | 1% | 0% | 8.2% | -35% | -53% | 6% | 0.0%
O=C(Nc1ccccc1)c1ccc(=O)n(Cc2ccc(F)c(F)c2)c1 | -0.41 | -0.31 | -0.19 | 0.53 | 3% | -2% | 6% | -4.5% | 11% | -16% | 4% | 0.0%
COc1ccc(Cn2ccnc2SCC(=O)NC2CCCCC2)cc1 | . | . | . | . | -28% | . | 9% | 8.9% | -7% | -13% | . | 0.3%
COc1ccc(CNC(=O)C(c2ccncc2)N(C(=O)Cc2cccs2)c2cccc(C)c2)cc1 (stereo not drawn) | 0.0059 | -0.2 | -0.54 | 0.16 | -12% | 3% | 1% | 1.5% | -1% | -4% | 2% | -0.3%
CCC(CC)C(=O)N=C1SC2CS(=O)(=O)CC2N1CCc1ccc(OC)cc1 (stereo not drawn) | -0.63 | -0.2 | -0.33 | 1 | -33% | -7% | -13% | 0.9% | -7% | 33% | 10% | -0.1%
CCC1CCCCN1C(=O)CCc1nnc(Cc2c[nH]c3ccccc23)o1 (stereo not drawn) | -0.14 | -0.23 | -0.18 | -0.094 | 6%[20 µM] | 9% | -4% | . | -5% | -30% | -3% | -0.1%
Cc1ccc(-n2ncc(C(=O)Nc3cc(Cl)ccc3C)c2C2CCNCC2)cc1C | -1.2 | -0.057 | -0.87 | 0.51 | 3% | 27% | -10% | -3.5% | 0% | -57% | 6% | 0.0%
CN(C)c1ccc(S(=O)(=O)NCC(=O)OCC(=O)Nc2cccc(Cl)c2)cc1[N+](=O)[O-] | 2.6 | 0.074 | 1.1 | -1.6 | 10% | 8% | -9% | 5.1% | 18% | -10% | 1% | -0.3%
COc1cc(CNCCc2ccc(F)cc2)ccc1OCc1ccc(Cl)nc1 | 2.6 | 0.82 | 2.2 | -2 | 10% | 7% | 3% | -6.7% | -31% | -39% | 14% | -0.2%
Cc1cc(-c2csc(N)n2)c(C)n1Cc1ccccc1 | -1.5 | -0.25 | -0.33 | 0.36 | -16% | 7% | 48% | 1.2% | 6% | -16% | -3% | 0.0%
Fc1ccc(-n2nnnc2-c2ccccc2Cl)cc1 | -1 | -0.35 | -0.74 | 1.2 | -12%[20 µM] | 10% | -2% | -2.5% | 18% | -26% | -3% | -0.1%
COC(=O)c1ccc(NC(c2ccc(Cl)cc2)P(=O)(OC)OC)cc1 (stereo not drawn) | -0.32 | -0.27 | -0.23 | 0.7 | 8% | 4% | -4% | -0.3% | 12% | 12% | 1% | -0.1%
O=c1[nH]c(/C=C/c2ccccc2Cl)nc2ccccc12 | . | . | . | . | 16% | . | . | -3.3% | -119% | 3% | . | 0.0%
COc1ccc(OCC(=O)NNC(=S)NC(=O)C2CC2)cc1 | . | . | . | . | 31% | . | -29% | -4.1% | 12% | -9% | . | -0.2%
O=C(Cc1cccc2ccccc12)Nc1ccc(Br)cc1C(=O)O | . | . | . | . | -22%[20 µM] | . | 2% | -3.1% | 20% | 15% | . | -0.1%
O=C(NC1CCCc2ccccc21)c1ccc(CNc2c(N3CCOCC3)c(=O)c2=O)cc1 (stereo not drawn) | 1.9 | -0.049 | 1.4 | -1.1 | -11% | -7% | 15% | 4.7% | -9% | -8% | 1% | 0.4%
Cc1ccc(S(=O)(=O)NNC(=O)c2cnn(-c3ccc(Cl)cc3)c2C(F)(F)F)cc1 | -0.12 | 0.024 | 0.018 | -0.26 | -2% | 7% | 8% | 3.0% | 2% | -8% | 7% | 0.3%
O=C(Nc1nnc(-c2ccco2)o1)c1ccc(S(=O)(=O)N2CCOCC2)cc1 | -0.27 | -0.27 | -0.22 | 0.7 | -2% | 3% | -3% | -1.6% | 6% | -27% | 5% | 1.0%
Cc1ccnc2c1NC(=O)c1cccnc1N2C1CC1 | 0.8 | -0.16 | 0.51 | -0.56 | -38%&-8% | 7%&0% | 6%&-10% | 3.5%&1.7% | -6%&10% | 40%&-5% | 10%&-4% | 0.6%&-0.5%
O=C(Nc1ccc(Cl)cn1)c1cccc2ccccc12 | . | . | . | . | -85%[20 µM] | . | 12% | -3.7% | -26% | -31% | . | 0.1%
O=C1NCC(COc2cccc3ccccc23)O1 (stereo not drawn) | 0.63 | -0.2 | 0.34 | -0.79 | 21% | -10% | -7% | -4.7% | 4% | -26% | 2% | -0.3%
O=C(Cc1cccs1)Nc1ccc(S(=O)(=O)N2CCCC2)cc1 | 0.45 | -0.1 | 0.58 | -1 | -6%[20 µM] | 13% | 11% | . | 1% | 13% | -4% | -0.1%
Cc1cccc(NC(=S)NNC(=S)NC2CCCCC2)c1C | 2 | -0.21 | 0.95 | -1 | -10% | -3% | -15% | 1.2% | 1% | -15% | -18% | 0.5%
CCOC(=O)CCCNC(=O)CN1C(=O)NC2(CCCCCC2)C1=O | -0.46 | -0.36 | -0.33 | 0.67 | 4% | 6% | 33% | -0.2% | -7% | -9% | -3% | -1.0%

Some of the compounds tested, so the mix of outcomes need not match the whole.
